IDE act – activators of human insulin-degrading enzyme in cells. P14735. HEK cells, FAbeta-B cleavage, fluorescence polarization; 0% vehicle, 100% cell-free pure enzyme wells. activation, % at 5.96 µM. 0.073% of 340,000 active. AID 493087;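 active means activation above the mean of all tested compounds plus 3 SD, set per screening campaign, cut at about 17% in these data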
M4 PAM – potentiates acetylcholine response at human M4 receptor | P08173 | CHO-K1 hM4/Gqi5, Fluo-8 calcium fluorescence, ACh EC20; 0% = ACh EC20, 100% = maximal ACh | 0.4% of 360,000 active | AID 624126 | activation, % at 3 µM;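 active means activation above its plate's cutoff, the mean activation of sample wells plus 3 SD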; further: some results filed as inactive read as strong as hits
MEKK3 PB1 HTS – modulators (inhibitors or enhancers) of MEK5 binding to human MEKK3 PB1 domain | bead-based flow cytometry, Alexa488-MEK5 binding to MEKK3; actives lie on both sides; 0 = blocked by unlabeled MEK5, 100 = vehicle | 1.4% of 290,000 active | binding response (% of control), % at 10 µM;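 active means binding response more than 3 SD above or below the average of its plate-row segment, actives on both sides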;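 further: Alexa488 bead fluorescence after subtracting the streptavidin-only scavenger bead signal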
CRFBP-R2 block – blocks CRF-induced signaling of the CRF-BP/CRF-R2 complex; HEK293 CRF-R2/CRF-BP, CRF-induced calcium fluorescence; AID 588475; inhibition, % at 11.8 µM; 0.59% of 350,000 active;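 active means inhibition of the ligand-induced calcium signal above about 50% at the single tested concentration, limit read from the data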
CRFBP-R2 agonist – CRF-BP/CRF-R2 complex agonism; HEK293 CRF-R2/CRF-BP, calcium dye fluorescence (FLIPR); percent of saturating CRF peptide response; activation, % at 13.2 µM; 0.46% of 350,000 active; AID 588473;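 active means activation of at least 50%, plus an integration ratio under a set limit after plate pattern correction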;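 further: plate controls were neutral control wells without compound for no effect and CRF at EC100 for full effect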
GalR3 antag – antagonists of human GalR3; 0.44% of 360,000 active; HEK293 GalR3-CNG cAMP membrane potential fluorescence; galR3 body fused to GalR1 C-terminus; AID 651719; O60755; inhibition, % at 3 µM;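 active means inhibition above the screen-wide average plus 3 SD, cut at about 13% in these data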;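 further: forskolin and galanin both at EC90 stimulate the cells; cAMP rise reported by CNG channel membrane potential dye signal; 0% = forskolin plus galanin with DMSO and 100% = forskolin alone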
PHOSPHO1 inh – PHOSPHO1 (human) inhibition | 1.1% of 290,000 active | recombinant PHOSPHO1, absorbance phosphatase assay | Q8TCT1 | inhibition, % at 13.3 µM; in the data active means inhibition above about 60%
pCIP destab – lowers stability of the mouse p/CIP coactivator protein; Q05BA5; F442A p/CIP-EGFP cells, EGFP fluorescence, 16 h; decrease of EGFP signal, % at 10 µM; 0.01% of 290,000 active; AID 1984;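 active means EGFP signal decrease of at least 30% at 10 µM or well 3 SD below plate mean, unless failing retest; inactive means the rest, including hits failing retest or dose response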; further: some compounds called inactive have numbers as strong as hits; many of its hits are not listed in these tables
Target sequence (Q05BA5 1-1403): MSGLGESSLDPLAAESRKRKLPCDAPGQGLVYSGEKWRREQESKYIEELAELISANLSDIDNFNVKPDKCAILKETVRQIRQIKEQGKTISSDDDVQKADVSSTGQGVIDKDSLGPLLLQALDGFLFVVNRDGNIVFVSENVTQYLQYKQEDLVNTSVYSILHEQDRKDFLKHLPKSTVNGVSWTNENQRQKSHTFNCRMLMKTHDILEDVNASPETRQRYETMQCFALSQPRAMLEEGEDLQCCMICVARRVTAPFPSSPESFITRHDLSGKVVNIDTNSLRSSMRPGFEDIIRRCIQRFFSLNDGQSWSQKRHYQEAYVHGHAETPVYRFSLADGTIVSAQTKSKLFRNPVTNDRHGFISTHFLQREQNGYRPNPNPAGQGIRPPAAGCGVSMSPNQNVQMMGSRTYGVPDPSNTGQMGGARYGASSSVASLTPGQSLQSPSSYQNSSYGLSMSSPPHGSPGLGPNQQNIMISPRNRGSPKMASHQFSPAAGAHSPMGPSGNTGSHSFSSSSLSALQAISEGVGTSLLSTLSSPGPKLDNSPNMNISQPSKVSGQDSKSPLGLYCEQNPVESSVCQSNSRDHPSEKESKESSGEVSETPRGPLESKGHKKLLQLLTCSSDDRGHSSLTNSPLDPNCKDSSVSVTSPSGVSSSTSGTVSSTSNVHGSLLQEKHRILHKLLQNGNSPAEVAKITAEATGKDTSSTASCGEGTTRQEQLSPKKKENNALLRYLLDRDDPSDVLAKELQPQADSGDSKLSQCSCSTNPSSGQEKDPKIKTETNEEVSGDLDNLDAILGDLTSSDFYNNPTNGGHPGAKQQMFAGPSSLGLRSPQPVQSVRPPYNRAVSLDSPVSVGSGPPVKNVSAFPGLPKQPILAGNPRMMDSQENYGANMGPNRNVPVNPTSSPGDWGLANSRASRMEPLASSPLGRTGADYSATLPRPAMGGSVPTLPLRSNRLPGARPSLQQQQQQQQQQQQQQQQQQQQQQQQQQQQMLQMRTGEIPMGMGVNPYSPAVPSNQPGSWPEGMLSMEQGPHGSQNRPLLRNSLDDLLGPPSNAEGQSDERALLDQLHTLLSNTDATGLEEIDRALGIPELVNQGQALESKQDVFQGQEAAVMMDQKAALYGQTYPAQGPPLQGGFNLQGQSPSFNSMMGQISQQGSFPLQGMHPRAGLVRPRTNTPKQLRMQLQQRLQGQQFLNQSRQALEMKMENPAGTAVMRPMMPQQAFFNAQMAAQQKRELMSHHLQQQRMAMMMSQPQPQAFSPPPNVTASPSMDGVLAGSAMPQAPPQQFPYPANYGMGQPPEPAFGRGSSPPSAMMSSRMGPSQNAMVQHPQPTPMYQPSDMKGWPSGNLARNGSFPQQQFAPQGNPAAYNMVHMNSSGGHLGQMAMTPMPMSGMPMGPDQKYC
IDE inh – cellular human IDE inhibition. AID 434962. 0.41% of 320,000 active. inhibition, % at 5.59 µM. HEK cells, FAbetaB cleavage, fluorescence polarization. P14735;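 active means percent inhibition above the average of all tested compounds plus 3 SD, set per screening campaign, cut at about 16% in these data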;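 further: IDE supplied by intact live HEK cells; FP after avidin binding of uncleaved biotin substrate so inhibition keeps polarization high; 0% = DMSO wells and 100% = 60 µM reference IDE inhibitor Ii1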
Numbers without * were called inactive; . = not tested or not shown; & = joins results of further samples.

IDE act	M4 PAM	MEKK3 PB1 HTS	CRFBP-R2 block	CRFBP-R2 agonist	GalR3 antag	PHOSPHO1 inh	smiles	pCIP destab	IDE inh
7	-1	105	9	-1.7	-3	55	COC(=O)c1cc(S(=O)(=O)NCC2CCN(Cc3ccc(Cl)cc3)CC2)cn1C	-2	-1
8	1	101&95	4	2.1	-4	-70	COc1cc(C2C(C(=O)c3ccc(C)o3)=C(O)C(=O)N2Cc2cccnc2)ccc1O (configuration not stated)	17	4
0	2	.	-3	1.8	-3	.	C[C@H]1CN([C@@H](C)CO)C(=O)c2cc(NS(=O)(=O)c3ccc(F)cc3)ccc2O[C@H]1CN(C)S(=O)(=O)c1cn(C)cn1	.	5
3	8	102	5	0.7	-1	-19	O=C(O)COc1ccccc1/C=N/NC(=O)c1ccc(F)cc1	0	-4
7	-17	106	-10	4.3	-13	8	COCCNC(=O)c1cccc(OC2CCN(Cc3ccc(C(C)C)cc3)CC2)c1	0	6
2	2	103	-5	1.3	-1	30	COc1ccc(NC(=S)N2CCN(C(=O)c3ccccc3)CC2)cc1	1	1
3	-8	107	3	0.0	-7	4	CCCC(c1nnnn1Cc1ccco1)N1CCN(c2cc(Cl)ccc2C)CC1 (configuration not stated)	-7	3
6	3	102	-4	-1.3	-6	-17	Cc1oc(-c2ccccc2Cl)nc1CS(=O)CC(=O)NCc1ccc2c(c1)OCO2 (configuration not stated)	7	5
0	-5	101	-3	-0.9	-9	-26	COc1ccc(OCc2nnc(SCC(=O)Nc3nnc(C4CC4)s3)n2C)cc1	-8	0
0	0	109	-14	-0.5	-2	-27	CC(=O)C1=C(O)C(=O)N(c2ccc(S(N)(=O)=O)cc2)C1c1ccc([N+](=O)[O-])cc1 (configuration not stated)	-3	0
2	-3	.	3	0.6	-3	.	O=C(COC(=O)Cc1c(F)cccc1Cl)Nc1nnc(-c2ccccc2)o1	.	1
4	10	104	-38	6.1	-3	31	COc1ccccc1N1CCN(C2CCCN(C(=O)c3csc(C)n3)C2)CC1 (configuration not stated)	-13	.
2	2	106	-9	3.1	-2	25	C=C(C)C1Cc2c(C)nn(-c3ccccn3)c2C1 (configuration not stated)	8	0
0	12	135*	-19	3.6	-2	-4	CC1CCCC(NC(=O)COC(=O)c2sc3ccccc3c2Cl)C1C (configuration not stated)	-3	10
2	1	105	-1	0.1	3	28	COc1cccc(N(CC(=O)NC2CCCC2)C(=O)CCCC(=O)Nc2ccccn2)c1	-5	1
0	1	107	-30	2.5	-7	8	CCc1nc2c(c(=O)[nH]1)C(CC)(CC)Cc1ccccc1-2	-3	-3
4	-2	73	-9	1.6	-2	.	COc1ccc(CN2[C@@H](CC(=O)O)c3cc(F)ccc3S2(=O)=O)cc1	.	-3
2	-1	104	-3	-1.5	-3	19	O=C(CSc1ccc([N+](=O)[O-])cn1)Nc1ccccc1N1CCOCC1	-2	0
9	2	97	-4	0.4	8	34	O=C(COC(=O)C1CC1)Nc1ccc2[nH]c(=O)[nH]c2c1	-13	-5
-2	-1	102	17	-1.0	-9	-2	CCN1CCN(Cc2c(O)ccc3c(C)cc(=O)oc23)CC1	5	6
3	-5	86	30	5.6	-3	10	COc1ccc(-c2c(NC(=O)C(C)C)n(C)c3ccccc3c2=O)cc1	7	-2
1	4	.	-10	2.6	-3	.	CCOc1ccc(C(=O)NCC(=O)NCC(c2cccs2)N2CCOCC2)cc1 (configuration not stated)	.	0
2	2	101	16	8.9	1	-11	Cc1ccc(C(=O)NCC(=O)OCC(=O)N2CCCc3ccccc32)cc1	3	2
3	2	86	23	-3.4	3	9	NC(=O)CSc1nnc(C2CC2)n1-c1ccccc1	20	2
.	0	.	-4	-0.5	-8	.	COc1cc(NC(=O)CCn2c(=S)[nH]c3ccccc3c2=O)cc(OC)c1OC	.	.
-11	15	101	-8	0.7	-3	34	Cc1sc2nc3c(C(=O)N4CCCC4)cc(C(=O)c4ccccc4O)cn3c(=O)c2c1C	-36	5
4	0	98	4	2.1	-5	41	CCN(CC)CCCn1c(=S)[nH]c2ncccc2c1=O	-9	-1
4	-18	101	-5	-0.7	-10	14	N#CCc1ccc(NC(=O)c2ccc(S(=O)(=O)N3CCCC3)cc2)cc1	5	-10
2	9	106	-1	0.6	-1	51	Cn1cccc1CNC(=S)Nc1ccccc1Cl	2	-2
.	0	.	-6	-0.4	-2	.	CC1(C)CC(=O)C=C(c2n[nH]nc2C2CCCCC2)C1	.	.

Quoted at random: 2 records from the list, in no set order.
IDE act	M4 PAM	MEKK3 PB1 HTS	CRFBP-R2 block	CRFBP-R2 agonist	GalR3 antag	PHOSPHO1 inh	smiles	pCIP destab	IDE inh
2	-3	.	3	0.6	-3	.	O=C(COC(=O)Cc1c(F)cccc1Cl)Nc1nnc(-c2ccccc2)o1	.	1
2	-1	104	-3	-1.5	-3	19	O=C(CSc1ccc([N+](=O)[O-])cn1)Nc1ccccc1N1CCOCC1	-2	0

Some of these compounds in order of SMILES length, largest number first.
IDE act	M4 PAM	MEKK3 PB1 HTS	CRFBP-R2 block	CRFBP-R2 agonist	GalR3 antag	PHOSPHO1 inh	smiles	pCIP destab	IDE inh
0	2	.	-3	1.8	-3	.	C[C@H]1CN([C@@H](C)CO)C(=O)c2cc(NS(=O)(=O)c3ccc(F)cc3)ccc2O[C@H]1CN(C)S(=O)(=O)c1cn(C)cn1	.	5
.	0	.	-4	-0.5	-8	.	COc1cc(NC(=O)CCn2c(=S)[nH]c3ccccc3c2=O)cc(OC)c1OC	.	.
9	2	97	-4	0.4	8	34	O=C(COC(=O)C1CC1)Nc1ccc2[nH]c(=O)[nH]c2c1	-13	-5
4	0	98	4	2.1	-5	41	CCN(CC)CCCn1c(=S)[nH]c2ncccc2c1=O	-9	-1

Further compounds
IDE act	M4 PAM	MEKK3 PB1 HTS	CRFBP-R2 block	CRFBP-R2 agonist	GalR3 antag	PHOSPHO1 inh	smiles	pCIP destab	IDE inh
6	-14	111	-12	-0.6	-6	38	Cc1cccc(N(C(=O)CS(=O)CC(=O)Nc2ccc3c(c2)OCO3)C(C)C(=O)NC2CCCC2)c1C (configuration not stated)	-14	1
2	-5	107	6	-0.2	-3	13	COc1ccc(CN(Cc2cccnc2)S(=O)(=O)c2ccc(-n3cnnn3)c(C)c2)cc1OC	-3	-3
1	-5	99	-7	-0.9	-12	16	COC(=O)c1cc(S(=O)(=O)NCC2CCN(CCc3ccc(OC)cc3)CC2)cn1C	-8	1
0	2	.	-3	-0.9	-1	.	O=c1[nH]c(=S)[nH]c2nc(-c3ccccc3)cnc12	.	2
-6	5	.	68*	5.8	-5	.	CN(CC(=O)Nc1ccc2c(c1)OCCO2)CC(=O)Nc1ccc(F)c(F)c1F	.	6
4	-3	99	-12	4.8	-4	9	O=c1c2ccccc2oc2cc(OCc3cccc(F)c3)cc(O)c12	6	.
6	-9	84	-5	-1.4	0	4	Cc1cc([N+](=O)[O-])ccc1NC(=O)CN1C2CCC1CC(NC(=O)NC13CC4CC(CC(C4)C1)C3)C2 (configuration not stated)	4	-6
-5	6	.	7	-0.8	-4	6	Cc1ccccc1NC1(C#N)C(=O)Nc2ccccc21 (configuration not stated)	-6	4
3	2	101	-14	2.5	1	-42	COc1ccc(S(=O)(=O)Nc2ccc3c(c2)n(C)c(=O)n3C)cc1	-14	-1
0	12	93	19	0.4	0	7	COCCOc1ccc(C(F)(F)F)cc1NC(=O)c1ccccc1	3	10
-5	6	105	-2	-1.3	-11	41	O=C1CCCC/C1=C\Nc1ccc(Cl)cn1	-22	-2
1	15	.	-3	-1.6	4	.	COCCCn1c(SCC(=O)N2CCOCC2)nc2cc(Cl)ccc2c1=O	.	-2
3	0	.	-27	2.7	-3	.	CN(C(=O)COC(=O)c1cc2c(s1)CCCCC2)c1ccccc1	.	-5
0	-2	100	17	-6.7	-6	-2	O=C(c1ccc([N+](=O)[O-])cc1)N1CCSC1c1ccc(Br)cc1 (configuration not stated)	3	3
6	2	.	2	2.9	-3	.	CCN(C(=O)c1cccs1)C1CCS(=O)(=O)C1 (configuration not stated)	.	.
1	2	105	-9	-2.9	2	23	Cc1cc(=O)oc2cc(NC(=S)NCc3cccnc3)ccc12	-1	0
3	0	101	8	-3.9	-9	44	COc1cc2c(cc1OC)CN(S(=O)(=O)/C=C/c1ccccc1)CC2	1	-1
5	-8	92	-5	-0.4	-5	15	Cn1c(=O)n(CCOc2ccc([N+](=O)[O-])cc2)c2ccccc21	-5	3
-1	-3	105	5	-0.2	-7	20	Cc1c(OCC(=O)N(C)C)ccc2c(-c3ccccc3)cc(=O)oc12	1	3
5	-9	110	0	1.1	-3	12	O=C(c1nn2c(C(F)(F)F)cc(-c3ccccc3)nc2c1Cl)N1CCOCC1	4	2
1	-7	83	16	-1.8	-2	20	Cc1ccc(S(=O)(=O)Nc2nncs2)cc1	-14	0
-1	-4	103	-5	-0.9	-3	23	COc1ccc2nc(NC(C)=O)sc2c1	2	0
0	9	94	-8	24	-2	21	Cn1c2c(c(=O)n(C)c1=O)C(C(F)(F)F)(C(F)(F)F)N=C(c1ccccc1Cl)N2	6	4
8	-9	98	10	-0.1	6	37	O=C(Nc1ccc([N+](=O)[O-])cc1)N1CCCCC1	-5	-5
-1	3	.	-4	1.1	5	.	CCCCNC(=O)c1ccccc1C(=O)NC1(C(=O)NCCCC)CCCC1	.	.
0	5	.	-2	-1.4	-3	.	O=C(Nc1cc(S(=O)(=O)N2CCOCC2)ccc1N1CCCC1)c1ccc(Cl)cc1	.	.
3	2	106	2	-2.0	-3	28	OCCN=Cc1c(O)[nH]c2ccccc12	0	5
2	4	94	-12	0.0	-4	0	Cc1ccc(OC(=O)CCC(=O)Nc2ccc(Br)cc2)cc1	-8	-3
6	-4	93	-8	-0.6	-3	24	COc1ccccc1C(=O)NC(=O)OCCn1c(C)cnc1[N+](=O)[O-]	-1	1
-2	-2	97	19	-0.5	-3	-16	COc1cc2c(cc1OC)CN(C(=O)C1(c3ccccc3)CC1)CC2	-7	-2
4	-1	104	3	0.9	0	5	Cc1ccc(NC(=O)COC(=O)c2ccn(C)n2)cc1	-6	3
7	1	103	17	-0.5	-3	0	COc1ccc(OC(C)C(=O)N2CCC(C)CC2)cc1 (configuration not stated)	-16	-8
7	8	102	6	-2.8	-8	11	CCCCCCc1nnc(N)s1	14	-4
4	-8	91	-10	-3.5	-5	10	CCN(CC)C(=O)c1ccccc1NS(C)(=O)=O	9	-1
0	9	103	8	0.1	2	-9	CCc1ccc(-c2ccc(C(=O)O)c(C)n2)cc1	-10	5
5	-1	102	6	-3.8	-3	11	Cc1nnc(Nc2ccc3c(c2)ncn3C)c2ccccc12	-5	3
1	4	101	1	-2.0	-3	32	COc1ccccc1CN1CC(C(=O)NCc2nc3ccccc3n2C)CCC1=O (configuration not stated)	-8	.
5	0	104	5	8.1	0	44	Cc1nnc(CN(C)C(=O)CC2C(=O)NCCN2Cc2ccccc2C)o1 (configuration not stated)	-8	-2
2	5	104	-4	1.6	-4	17	CCCOc1ccc(CN(CCO)CCO)cc1[N+](=O)[O-]	-15	-1
.	9	129*	2	-2.2	-4	-28	O=c1[nH]c(Nc2ccc3c(c2)OCCO3)nnc1Cc1ccc(Cl)cc1	14	3
1	5	99	-31	-0.9	-5	42	C=CCN(CC=C)Cc1ccc(C(=O)OC)o1	-9	0
-2	-2	113	-7	2.8	-2	9	O=C(NCCc1ccccc1)C1CCN(S(=O)(=O)c2cccnc2)CC1	-20	3
-1	-5	95	6	-4.7	-3	12	O=C(N/N=C/c1ccc(Br)o1)c1ccc2c(c1)OCCO2	9	8
-2	2	101	16	-0.1	-3	19	Nn1c(SCC(=O)Nc2ccc(F)cc2)nnc1-c1ccccn1	-8	-3
-3	2	104	13	-3.7	.	15	Cc1cccc(NC(=O)c2cnc3ccccn3c2=O)c1	-2	.
-2	11	.	-2	1.8	-4	.	O=C(CCOc1ccccc1)Nc1ccc(S(=O)(=O)Nc2ncccn2)cc1	.	-5
